BRCT PPI red = qHTS Assay for Inhibitors of BRCT-Phosphoprotein Interaction (Red Fluorophore); Breast cancer type 1 susceptibility protein (Homo sapiens), P38398; BRCT-phosphopeptide binding, red fluorescence polarization; Potency, µM (series often up to 76.9 µM), inactives show at the highest dose activity change, negative = inhibition, usual class: inhibitors; 75,000 compounds, 0.03% hits; AID 892, 2007; also: % is scaled to controls: 0 for no effect and ±100 for the full control effect
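Rhodamine-labelled pBACH1 10-mer (100 nM) bound to BRCT domain (100 nM) at pH 7.3; compounds incubated 12 min room temperature, polarization read. Free peptide defines full inhibition; unlabelled decapeptide titrated as control.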
USP2a inh = qHTS Assay for Inhibitors of Ubiquitin-specific Protease USP2a | Ubiquitin carboxyl-terminal hydrolase 2 (Homo sapiens), O75604 | USP2a enzymatic assay, qHTS inhibition | Potency, µM (titrated, usually from 38.3 µM), for inactives: top-dose activity change, negative = inhibition, usual class: inhibitors | 60,000 compounds, 0.1% hits;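 also: potency is read from the fitted curve at half-maximal effect; nearly all actives have a fitted effect of over 60% in size; plate controls were DMSO for no effect and NEM full inhibition control for full effect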
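USP2 core (20nM final) preincubated 30 min RT with compound, then Ub-PLA2 20nM and NBD C6-HPC 20uM final added; buffer 20mM Tris-HCl pH 8.0, 2mM CaCl2. Fluorescence Ex 460/Em 535 read at 0 and 2.5 h; normalized to NEM.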
HEK293 cAMP ctrl = qHTS Assay for Agonists of the Thyroid Stimulating Hormone Receptor: Activators of Intracellular cAMP Concentrations in Parental HEK 293; parental HEK293 CNG cAMP sensor, membrane potential fluorescence; Potency, µM (series often up to 57.1 µM), inactives show at the highest dose activation, most hits filed as activators; 73,000 compounds, 2.5% hits; AID 938, 2007; also: potency is read from the fitted curve at half-maximal effect; % of control where 0% means no effect; nearly all actives have a fitted effect of over 55% in size
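Parental HEK 293 cells stably expressing a cAMP-gated CNG channel were loaded with membrane potential dye containing 100 uM RO 20-1724 for 60 min. Compound added for 30 min; depolarization read as fluorescence intensity at 590 nm.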
Caspase-1 inhib = qHTS Assay for Allosteric/Competitive Inhibitors of Caspase-1; P29466; Caspase-1 enzyme, Ac-WEHD-AFC fluorogenic rate; Potency, µM (series often up to 57.5 µM), inactives show at the top dose activity change, negative = inhibition, most hits filed as inhibitors; 75,000 compounds, 0.03% hits;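 also: potency is read from the fitted curve at half-maximal effect; plate controls were vehicle for no effect and no substrate for full effect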
Target sequence (P29466 120-297 limits assumed): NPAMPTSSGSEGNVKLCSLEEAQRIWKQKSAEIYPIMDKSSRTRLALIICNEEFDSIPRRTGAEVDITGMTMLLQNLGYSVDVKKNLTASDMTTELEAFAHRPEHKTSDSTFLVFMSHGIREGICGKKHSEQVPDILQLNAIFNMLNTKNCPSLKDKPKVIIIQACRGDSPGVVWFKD
Target sequence (P29466 317-404 limits assumed): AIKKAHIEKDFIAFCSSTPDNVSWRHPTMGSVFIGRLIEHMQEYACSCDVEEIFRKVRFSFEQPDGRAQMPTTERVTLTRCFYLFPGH
A350 fluor = qHTS Assay for Spectroscopic Profiling in A350 Spectral Region | Compound autofluorescence, 340/450 nm, Alexa 350 dye-equivalents; active compounds read high | max dye-equivalent concentration, M | 59,000 compounds, 11% hits | AID 590, 2007; in the data active = max dye-equivalent concentration above about 10 nM; inconclusive = mostly about 1.1 nM to 9.6 nM
ERK AVP inh = qHTS Assay for Inhibitors of the ERK Signaling Pathway using a Homogeneous Screening Assay. Potency, µM (top dose mostly 57.5 µM), inactives show at the highest dose activity, negative = inhibition, actives largely listed as inhibitors. HEK293-V1b, vasopressin-stimulated pERK AlphaScreen. 72,000 compounds, 0.99% hits; also: potency is read from the fitted curve at half-maximal effect; % is scaled to controls: 0 for no effect and ±100 for the full control effect; nearly all actives have a fitted effect of over 55% in size
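qHTS, compounds titrated on V1b-expressing HEK293 cells. Preincubation 30 min at 37C, vasopressin 25 nM for 5 min, lysis 10 min, bead incubation 5 hr at room temperature.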
Tau fil binding = qHTS Assay for Tau Filament Binding | recombinant tau filaments, thioflavin S fluorescence, 15 h; filaments grown with octadecylsulfate alongside compound | Potency, µM (doses to about 57.1 µM), for inactives: top-dose activity change, negative = inhibition | 71,000 compounds, 2% hits | AID 596, 2007;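 also: potency is read from the fitted curve at half-maximal effect; % is scaled to controls: 0 for no effect and ±100 for the full control effect; actives lower thioflavin S fluorescence by blocking filaments or displacing dye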
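Read-out: ThS fluorescence, 450 nm excitation/510 nm emission; lower signal marks blocked filament formation or displaced dye. Tau at 1 uM with 30 uM ODS, 10 uM ThS, 5 mM DTT, 100 mM NaCl, 10 mM HEPES pH 7.4; 15 h, 37 C.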
BRCT PPI green = qHTS Assay for Inhibitors of BRCT-Phosphoprotein Interaction (Green Fluorophore). BRCA1 BRCT-phosphopeptide binding, green fluorescence polarization. Potency, µM (titrated, usually from 76.9 µM), for the others: at the highest dose activity change, negative = inhibition, usual class: inhibitors. 75,000 compounds, 0.05% hits;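 also: potency is read from the fitted curve at half-maximal effect; plate controls were peptide without protein for full effect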
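Compounds were incubated for 12 min at room temperature with a complex of 100 nM fluorescein-tagged pBACH1 decapeptide and 250 nM His-tagged BRCT protein. Buffer was phosphate pH 7.3 with EDTA, DTT and Tween 20. Disruption of binding lowers the polarization signal.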
Casp7 inh = qHTS Assay for Allosteric/Competitive Inhibitors of Caspase-7 | recombinant caspase-7, Ac-DEVD-AFC fluorescence rate | Potency, µM (titrated, usually from 57.5 µM), for the others: at the highest dose activity change, negative = inhibition, actives largely listed as inhibitors | 75,000 compounds, 0.02% hits | AID 889, 2007; active = well fitted inhibition curve with a large enough effect in the main read-out, with a control signal flat, not every such curve was filed as active; inconclusive = small, poorly fitted or top-dose-only effect, or a change in a side signal; also: potency is read from the fitted curve at half-maximal effect; % of control where 0% means no effect
CRE-bla Fsk = Cell signaling CRE-BLA (Fsk stim); CHO CRE-bla reporter (cAMP response element driving beta-lactamase), forskolin EC10, beta-lactamase ratio; AID 662, 2007; Potency, µM (series often up to 38.2 µM), inactives show at the highest dose activity change, negative = inhibition, most hits filed as activators; 71,000 compounds, 2.5% hits; active = well fitted activation curve with a large enough effect in the signal ratio, with a control signal flat, not every such curve was filed as active; inconclusive = small, poorly fitted or top-dose-only effect, or effect the other way, or a change in a side signal; the % refers to the signal ratio; also: potency is read from the fitted curve at half-maximal effect; % of control where 0% means no effect
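AC50 values, positive or negative, reflect shifts in EC10 NKH 477-induced CRE-bla reporter activity in CHO cells. Incubation lasted 3 h at 37 °C before CCF4 substrate (2 h, room temperature) and ratiometric 460/530 nm reading.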
Luciferase inh = qHTS Assay for Inhibitors of Firefly Luciferase; Potency, µM (highest dose often 57.1 µM), for inactives: at the top dose activity change, negative = inhibition, hits mostly inhibitors; Luciferin 4-monooxygenase (Photinus pyralis), P08659; 72,000 compounds, 2.2% hits; purified firefly luciferase, luminescence, 8 min; also: potency is read from the fitted curve at half-maximal effect; % is scaled to controls: 0 for no effect and ±100 for the full control effect; nearly all actives have a fitted effect of over 40% in size
Target sequence (P08659 whole entry, looked up): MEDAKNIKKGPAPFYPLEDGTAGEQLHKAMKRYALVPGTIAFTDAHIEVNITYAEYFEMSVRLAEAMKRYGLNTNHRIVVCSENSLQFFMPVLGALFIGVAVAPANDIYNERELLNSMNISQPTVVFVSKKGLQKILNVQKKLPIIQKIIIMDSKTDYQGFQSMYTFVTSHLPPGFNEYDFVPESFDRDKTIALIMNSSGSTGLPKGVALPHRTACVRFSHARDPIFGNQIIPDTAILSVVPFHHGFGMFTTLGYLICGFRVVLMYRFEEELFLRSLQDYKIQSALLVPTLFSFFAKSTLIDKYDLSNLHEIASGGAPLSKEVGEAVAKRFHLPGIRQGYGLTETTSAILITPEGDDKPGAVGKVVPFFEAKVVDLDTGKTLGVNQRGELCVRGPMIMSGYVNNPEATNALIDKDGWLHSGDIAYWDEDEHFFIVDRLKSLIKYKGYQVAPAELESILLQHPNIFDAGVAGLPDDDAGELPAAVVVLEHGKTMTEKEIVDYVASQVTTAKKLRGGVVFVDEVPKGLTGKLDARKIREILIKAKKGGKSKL
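Inhibition of light generation by firefly luciferase from ATP and luciferin was profiled with concentration-response curves per sample, ATP held at 10 uM within the enzyme's linear range. Plates were read by luminescence after an 8-minute ambient incubation.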
* = called active by the depositor; i = inactive; ? = inconclusive; . = not tested or not shown; [ ] = remark or other dose. Unless noted, calls follow the shape of the dose curve; as a rule, active = well fitted curve in the direction sought with a large enough effect; inconclusive = small, poorly fitted or top-dose-only effect, or another doubt; inactive = no such curve, though single readings can be large; an effect the other way counts as inactive or inconclusive.

mol	ERK AVP inh	Caspase-1 inhib	CRE-bla Fsk	BRCT PPI red	BRCT PPI green	USP2a inh	Luciferase inh	A350 fluor	Casp7 inh	HEK293 cAMP ctrl	Tau fil binding
CCc1nc(N2CCN(c3nc(C)cc(C)n3)CC2)c2oc3ccccc3c2n1	-11%	-4%	-1%	1.1%	-3.6%	9%	5%	?	0%	?	2%
COC(=O)c1ccnc(/C=N/O)c1	-1%	1%	-4%	-1.3%	-2.3%	-2%	-2%	i	0%	5%	-2%
Cc1cc(OC(=O)N2CCCCC2)cc(C)c1Cl	5%	-3%	-1%	0.0%	-0.5%	-7%	0%	i	-2%	21%	-6%
O=P(O)(O)C(O)C(F)(F)C(F)(F)C(F)(F)C(F)F (stereo unspecified)	10%	-2%	-5%	-2.3%	-1.2%	0%	-3%	i	1%	4µM*	9%
Cc1ccn2cc(C(=O)NC3CCN(Cc4ccccc4)CC3)nc2c1	-25%	1%	-4%	-1.5%	-1.9%	7%	-1%	i	0%	16%	-6%
O=C1C=C(NCc2ccco2)CC(c2ccc(Cl)cc2)C1 (stereo unspecified)	2%	0%	-3%	0.8%	0.7%	31%[activator]	1%	.	-6%	28%	3%
Cc1cc(Nc2ncc(Cl)cc2Cl)n(-c2ccccn2)n1	-3%	1%	-5%	0.6%	-2.9%	9%	0%	i	0%	10%	1%
O=C(CNC(=O)c1cccs1)NCCN1CCN(Cc2ccccc2)CC1	-10%	-1%	4%	-0.2%	-6.9%	-8%	0%	i	0%	6%	-4%
C=CCn1cc(C(=O)NCc2ccco2)c(=O)c2cc(S(=O)(=O)N3CCCCCC3)ccc21	-3%	-8%	?	-0.2%	4.8%	46%[activator]	0%	i	-5%	?	45%
CCOC(=O)C(NC(=O)Nc1ncccn1)(Oc1ccccc1)C(F)(F)F (stereo unspecified)	-14%	0%	-9%	-1.0%	-2.6%	1%	4%	i	-2%	-1%	5%
O=C(Nc1ccccc1N1CCOCC1)c1ccc2c(c1)C(=O)N(Cc1ccncc1)C2=O	-16%	1%	26%	-0.2%	-3.8%	22%	2%	i	-2%	-3%	?
Cc1c(-c2ccc(Cl)cc2)noc1C1CCN(CCc2ccccc2)CC1	-13%	1%	?	-0.5%	-0.8%	.	-1%	.	-2%	-35%[inhibitor]	?

Next section.
mol	ERK AVP inh	Caspase-1 inhib	CRE-bla Fsk	BRCT PPI red	BRCT PPI green	USP2a inh	Luciferase inh	A350 fluor	Casp7 inh	HEK293 cAMP ctrl	Tau fil binding
COc1cc(NC(=O)c2cc(C(C)C)on2)cc(OC)c1OC	-20%	1%	?	0.3%	-0.5%	.	-7%	.	-1%	-6%	-7%
C=CCSc1nnc(Cc2cc(=O)[nH]c(=O)[nH]2)n1-c1cc(C)ccc1C	-6%	-2%	-6%	-1.5%	-4.2%	-4%	-1%	i	-1%	8%	-5%
O=C(Nc1ccon1)c1cc2c(s1)CCCC2	120%[activator]	0%	14%	2.2%	-3.1%	-16%	2%	i	-2%	?	-4%
CCS(=O)(=O)N1CCN(c2cccc(C)c2C)CC1	?	-1%	?	1.0%	-0.6%	5%[7.66 µM]	2%	.	0%	27%[11.4 µM]	4%[11.4 µM]
CCSc1nc2n(n1)C(c1cccc(F)c1)C1=C(CCCC1=O)N2 (stereo unspecified)	5%	0%	22%	2.1%	-3.0%	6%	1%	7.7e-08M*	-2%	-2%	5%
CC1CC(=O)N(CC(=O)NCc2ccc3c(c2)OCO3)c2ccccc2S1 (stereo unspecified)	.	0%	.	-0.1%	-0.6%	.	.	.	-3%	16%	.
Cc1noc2nc(-c3cccs3)cc(-c3nnc4n3CCCCC4)c12	4%	-9%	?	-0.3%	0.5%	-8%	2%	1.3e-05M*	-2%	3%	3%
CC(C)CN1C(=O)NC(NC(=O)c2cccs2)(C(F)(F)F)C1=O (stereo unspecified)	-7%	0%	-7%	-0.6%	-0.9%	2%	3%	i	-1%	-11%	-12%
CSCCC(N=Cc1c(O)n(-c2ccc(F)cc2)c(=O)[nH]c1=O)C(=O)O (stereo unspecified)	-17%	-2%	0%	0.4%	-0.3%	-4%	-3%	i	0%	-4%	7%
Cn1c(=O)c2c(nc(SCC(=O)N3CCc4ccccc4C3)n2C)n(C)c1=O	-8%	-2%	0%	-0.2%	1.5%	0%	1%	i	2%	6%	-1%
Cc1cccc(Nc2nnc(SCc3cn4ccsc4n3)s2)c1	-22%	-1%	?	0.4%	-0.5%	16%	32µM*	i	-2%	19%	1%
CCN1CCN(Cc2c(O)ccc3c(=O)c(-c4ccc(OC)c(OC)c4)c(C)oc23)CC1	7%	-2%	15%	-2.0%	-1.8%	1%	1%	3.3e-07M*	0%	1%	-1%

The list continues:
mol	ERK AVP inh	Caspase-1 inhib	CRE-bla Fsk	BRCT PPI red	BRCT PPI green	USP2a inh	Luciferase inh	A350 fluor	Casp7 inh	HEK293 cAMP ctrl	Tau fil binding
COCn1c(-c2ccccc2)nc2ccccc21	-3%	0%	?	-1.5%	-4.3%	1%[7.66 µM]	-2%	.	2%	11%[11.4 µM]	10%[11.4 µM]
CCOC(=O)c1cnc(SCC(=O)Nc2ccc3c(c2)OCCO3)nc1N	-8%	-1%	?	-0.1%	-4.9%	8%	-1%	i	-2%	?	-3%
O=C(CN(C(=O)Cn1nnc(-c2ccc(F)cc2)n1)C1CCCC1)NC1CCCC1	-2%	2%	-3%	-0.4%	-1.4%	62%[activator]	3%	i	0%	27%	-2%
CCOCc1cnc(C)nc1NCC(=O)c1c(C)n(C)c2ccc(OC)cc12	19%	0%	-3%	-0.1%	-3.2%	-6%	0%	i	2%	-11%	7%
O=c1c2cccnc2[nH]c(=S)n1CCCN1CCN(c2ccc(F)cc2)CC1	2%	1%	?	1.5%	-1.9%	10%	0%	i	1%	-46%[inhibitor]	-1%
CC(C)(C)OC(=O)N1CCN(c2ccc(NC(=O)Cn3nnc(-c4ccccc4)n3)cc2)CC1	-7%	1%	?	-0.7%	-3.2%	14%	3%	i	0%	-18%	155%
Cc1ccc(-c2csc3nc(C)n(-n4c(C)ccc4C)c(=O)c23)o1	-3%	1%	?	0.3%	-2.1%	26%	-4%	i	-6%	22%	-7%
COc1cccc(CNC(=O)c2nnn(CC(=O)Nc3ccc(C)c(C)c3)c2N)c1	27%	0%	45%	0.6%	-1.7%	?	3%	i	-1%	-21%	236%
COc1cccc(NC(=O)c2nc3nc(C)cc(C(F)F)n3n2)c1	-9%	-1%	6%	0.2%	-0.6%	.	-1%	.	0%	1%	-12%
CC[N+](CC)(CC(=O)Nc1c(C)cccc1C)Cc1ccccc1	12%[25.7 µM]	-1%[25.7 µM]	-9%[17.1 µM]	0.8%[34.4 µM]	-3.5%[34.4 µM]	30%[17.1 µM]	-18%[25.5 µM]	i	-2%[25.7 µM]	?	-18%[25.6 µM]
COCC(=O)Nc1cccc(C(F)(F)F)c1	-3%	1%	0%	0.8%	-2.0%	-7%	1%	i	1%	2%	-3%
O=C(O)Cc1c[nH]c2ccc(F)cc12	-12%[11.5 µM]	-7%[11.5 µM]	7%[7.6 µM]	0.2%[15.4 µM]	0.2%[15.4 µM]	.	3%[11.4 µM]	i	2%[11.5 µM]	26%[11.4 µM]	-7%[11.4 µM]

(next part)
mol	ERK AVP inh	Caspase-1 inhib	CRE-bla Fsk	BRCT PPI red	BRCT PPI green	USP2a inh	Luciferase inh	A350 fluor	Casp7 inh	HEK293 cAMP ctrl	Tau fil binding
CCCCn1c(CCNC(=O)c2cccs2)nc2ccccc21	-25%	-1%	-3%	0.8%	-2.8%	18%	2%	?	1%	3%	-9%
CCOc1ccccc1NC(=O)C1CC2CCCC(C1)C2=O (stereo unspecified)	?	-1%	?	0.1%	0.3%	-1%	0%	i	-1%	4%	4%
c1ccc(CCC2=NCCn3cccc32)cc1	-28%	-21%	10%	-0.8%	-0.5%	3%	4%	?	-28%	28%	?
O=C(Cn1c(=O)c2c(ncn2Cc2ccccc2)n(Cc2ccccc2)c1=O)NC1CC1	-20%	1%	-11%	0.9%	-1.1%	9%	2%	i	0%	-9%	3%
COc1cc(OC)cc(C(=O)N(Cc2cc3cc(C)ccc3[nH]c2=O)C(C)C)c1	-13%	-3%	-3%	0.3%	0.0%	36%[activator]	-2%	?	-1%	28%	-2%
CCc1nnc(NC(=O)c2ccc(S(=O)(=O)N(CCOC)CCOC)cc2)o1	10%	0%	-4%	-0.9%	-0.6%	0%	-2%	i	2%	?	7%
